# Fluorescein fluor: fluorescein region autofluorescence | Compound autofluorescence, 480/540 nm, fluorescein-equivalent; stronger effect = higher value | max fluorescein-equivalent concentration, M | actives 0.91% (n = 59,000); in the data active means max fluorescein-equivalent concentration above about 10 nM; inconclusive means between about 1.1 nM and that limit
#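 Read-out is intrinsic compound fluorescence at 480/540 nm (excitation/emission), expressed as dye-equivalent concentration using a fluorescein standard series run on every plate. Compounds sat 15 min at room temperature in 100 mM Tris, pH 8.0.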
# USP2a inh: USP2a (human) protease inhibition. O75604. USP2a enzymatic assay, qHTS inhibition. Potency, µM (highest dose often 38.3 µM), inactives show at the highest dose activity change, negative = inhibition, actives largely listed as inhibitors. actives 0.1% (n = 60,000). AID 927;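 further: potency means the concentration at half of the fitted maximal effect; nearly all actives have a fitted effect of over 60% in size; plate controls were DMSO for no effect and NEM full inhibition control for full effect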
#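 USP2 core (20 nM final) was preincubated with compound for 30 min at RT in 20 mM Tris-HCl pH 8.0, 2 mM CaCl2, 2 mM beta-mercaptoethanol; Ub-PLA2 (20 nM) plus NBD C6-HPC (20 uM) then added, fluorescence read after 2.5 h.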
# Texas Red fluor: compounds fluorescent in Texas Red spectral region; max dye-equivalent concentration, M; actives 0.06% (n = 59,000); Compound fluorescence, Texas Red channel, 547/618 nm; stronger effect = higher value; in the data active means max dye-equivalent concentration above about 10 nM; inconclusive means between about 1.1 nM and that limit
#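 Spectral interference profiling: each compound concentration's relative fluorescence, read with a 547 nm excitation and 618 nm emission filter pair, was normalized to a per-plate Texas Red standard curve.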
# HEK293 cAMP ctrl: raises cAMP in parental HEK293 cells, TSHR agonist counter-screen | parental HEK293 CNG cAMP sensor, membrane potential fluorescence | Potency, µM (titrated, usually from 57.1 µM), without a hit: top-dose activation, usual class: activators | actives 2.5% (n = 73,000); further: potency means the concentration at half of the fitted maximal effect; % of control where 0% means no effect; nearly all actives have a fitted effect of over 55% in size
#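 Counterscreen for endogenous-receptor signalling: CNG-channel HEK 293 cells report cAMP rise by membrane depolarization. After 60 min dye equilibration with 100 uM RO 20-1724, compounds incubated 30 min before bottom-read fluorescence at 590 nm.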
# HADH2 inhib: blocks human hydroxyacyl-CoA dehydrogenase type II | Q99714 | recombinant HADH2, NADH fluorescence, beta-hydroxybutyryl-CoA | Potency, µM (doses to about 57.1 µM), for the others: at the highest dose activity change, negative = inhibition, usual class: inhibitors | actives 3.4% (n = 73,000); further: potency means the concentration at half of the fitted maximal effect; on the % scale 0 is the no-effect control and ±100 the full control effect; nearly all actives have a fitted effect of over 60% in size; many of its hits are not listed in these tables
#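 His-tagged recombinant enzyme from E. coli, 20 nM, preincubated 15 min RT with compound; reaction started with 1 mM NAD+ and 90 uM beta-hydroxybutyryl-CoA in 100 mM Tris-HCl pH 9.0. NADH fluorescence (ex 360/em 450) read over 4 min; last-minus-first difference.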
# ERK AVP inh: inhibitors of vasopressin-stimulated ERK signaling pathway. HEK293-V1b, vasopressin-stimulated pERK AlphaScreen. Potency, µM (highest dose often 57.5 µM), without a hit: at the highest dose activity, negative = inhibition, hits mostly inhibitors. actives 0.99% (n = 72,000). AID 995; further: potency means the concentration at half of the fitted maximal effect; on the % scale 0 is the no-effect control and ±100 the full control effect; nearly all actives have a fitted effect of over 55% in size
#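 Phosphorylated ERK1/2 detected via AlphaScreen bead proximity in lysates of V1b-expressing HEK293 cells given 25 nM vasopressin for 5 min after 30 min compound exposure (37 °C). AC50 from Hill equation; basal DMSO 0%, vasopressin 100%.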
# Caspase-1 inhib: caspase-1 (human) inhibition, allosteric or competitive. Caspase-1 enzyme, Ac-WEHD-AFC fluorogenic rate. Potency, µM (highest dose often 57.5 µM), without a hit: top-dose activity change, negative = inhibition, usual class: inhibitors. actives 0.03% (n = 75,000);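 further: potency means the concentration at half of the fitted maximal effect; plate controls were vehicle for no effect and no substrate for full effect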
# Casp7 inh: caspase-7 (human) inhibition, allosteric or competitive; recombinant caspase-7, Ac-DEVD-AFC fluorescence rate; AID 889; actives 0.02% (n = 75,000); P55210; Potency, µM (highest dose often 57.5 µM), without a hit: at the highest dose activity change, negative = inhibition, most hits filed as inhibitors; active means well fitted inhibition curve with a large enough effect in the main read-out, with a control signal flat, not every such curve was filed as active; inconclusive means small, poorly fitted or top-dose-only effect, or a change in a side signal; further: potency means the concentration at half of the fitted maximal effect; % of control where 0% means no effect
# Tau fil binding: tau filament binding; Potency, µM (top dose mostly 57.1 µM), inactives show at the top dose activity change, negative = inhibition; P10636; recombinant tau filaments, thioflavin S fluorescence, 15 h; filaments grown with octadecylsulfate alongside compound; actives 2% (n = 71,000);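 further: potency means the concentration at half of the fitted maximal effect; on the % scale 0 is the no-effect control and ±100 the full control effect; actives lower thioflavin S fluorescence by blocking filaments or displacing dye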
#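 Thioflavine S fluorescence (ex 450, em 510 nm) reports filaments formed from 1 uM human tau plus 30 uM ODS over 15 h at 37 C (10 mM HEPES pH 7.4, 100 mM NaCl, 5 mM DTT); compounds displacing dye or blocking filaments lower signal.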
# FLuc inh: firefly luciferase inhibition; P08659; purified firefly luciferase, luminescence, 8 min; Potency, µM (top dose mostly 57.1 µM), for the others: at the highest dose activity change, negative = inhibition, hits mostly inhibitors; actives 2.2% (n = 72,000); further: potency means the concentration at half of the fitted maximal effect; on the % scale 0 is the no-effect control and ±100 the full control effect; nearly all actives have a fitted effect of over 40% in size
#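 Substrate buffer containing 10 uM ATP (pH 7.2 imidazole, Mg2+, KCl, detergent, BSA) is dispensed, compound pinned in, then luciferase/luciferin detector mix added. After 8 min at ambient temperature, light output is measured.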
# Rhodamine fluor: rhodamine region autofluorescence. actives 0.05% (n = 59,000). Rhodamine-region fluorescence, 547/598 nm, Tris buffer; stronger effect = higher value. AID 594. max dye-equivalent concentration, M; in the data active means max dye-equivalent concentration above about 11 nM; inconclusive means between about 1.1 nM and that limit
#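 Compound fluorescence in 100 mM Tris, pH 8.0, read after 15 min at room temperature with 547 nm excitation and 598 nm emission. Output is dye-equivalent concentration from an on-plate rhodamine standard series.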
# Numbers without * were called inactive; i = inactive; ? = inconclusive; . = not tested or not shown; & = joins results of further samples; [ ] = remark or other dose. Unless noted, the call rests on the fitted dose curve; in most records, active means well fitted curve in the direction sought with a large enough effect; inconclusive means small, poorly fitted or top-dose-only effect, or another doubt; inactive means no such curve, though single readings can be large; an effect the other way counts as inactive or inconclusive. Some of the compounds tested; count on the stated rates, not on these rows.
# Codes – A = Fluorescein fluor; B = USP2a inh; C = Texas Red fluor; D = HEK293 cAMP ctrl; E = HADH2 inhib; F = ERK AVP inh; G = Caspase-1 inhib; H = Casp7 inh; I = Tau fil binding; J = FLuc inh; K = Rhodamine fluor
1	CC(C)CNC(=O)O
  A: i	B: .	C: i	D: 0%[11.4 µM]	E: 10%[11.4 µM]	F: 7%[11.5 µM]	G: 4%[11.5 µM]	H: -2%[11.5 µM]	I: -3%[11.4 µM]	J: 4%[11.4 µM]	K: i
2	COCC(=O)Nc1ccccc1C(=O)NC(C)C
  A: i	B: -1%	C: i	D: 3%	E: 0%	F: -12%	G: -1%	H: 2%	I: 9%	J: 1%	K: i
3	COC(=O)C1=C(N)Oc2cc(C)oc(=O)c2C1c1cccnc1 (configuration not stated)
  A: ?	B: 0%	C: i	D: 3%	E: 2%	F: -2%	G: 0%	H: 2%	I: -13%	J: 3%	K: i
4	O=C1CC(N2CCN(c3cccc(C(F)(F)F)c3)CC2)C(=O)N1c1ccccc1F (configuration not stated)
  A: .	B: 15%	C: .	D: ?	E: -1%	F: 22%	G: -1%	H: -1%	I: 4%	J: -1%	K: .
5	O=C(CSc1nnc2scc(-c3ccccc3)n12)NCc1ccc2c(c1)OCO2
  A: ?	B: -9%	C: i	D: 13%	E: 5%	F: -14%	G: 0%	H: 0%	I: -8%	J: 3%	K: i
6	CC1=CC2=C(OC1N(C)C)c1cccc3cccc(c13)C2=O (configuration not stated)
  A: .	B: 38%[activator]	C: .	D: 1%	E: 4µM*	F: ?	G: ?	H: -24%	I: 14%	J: -7%	K: .
7	COc1cc(C(=O)Nc2nc(N)n(-c3ccccc3)n2)cc(OC)c1OC
  A: i	B: 3%	C: i	D: -1%	E: -2%	F: 3%	G: -2%	H: -1%	I: -3%	J: 1%	K: i
8	CCCC1C(c2ccccc2)C(C#N)(C#N)C2(C#N)CC1(N)NC2=O (configuration not stated)
  A: i	B: 2%	C: i	D: ?	E: 5%	F: ?	G: 0%	H: 3%	I: 2%	J: -2%	K: i
9	COc1cc2c(cc1NC(C)=O)CCCC2
  A: .	B: -3%[7.66 µM]	C: .	D: -1%[11.4 µM]	E: 4%[11.4 µM]	F: -19%	G: 0%	H: 1%	I: 3%[11.4 µM]	J: 2%	K: .
10	CCOCCCNC(=O)c1ccc(OC(C)=O)cc1
  A: i	B: -3%	C: i	D: 6%	E: 8%	F: -8%	G: 0%	H: 1%	I: 0%	J: 3%	K: i
11	Clc1ccc(NCc2nncn2-c2ccccc2)cc1
  A: i	B: 1%	C: i	D: 4%	E: 10%	F: ?	G: 0%	H: -2%	I: -21%	J: 2%	K: i
12	CCOc1ccc(-c2nnn(CC(=O)c3ccc4c(c3)OCCO4)n2)cc1
  A: i	B: 157%[activator]	C: i	D: 10%	E: 7%	F: 9%	G: -1%	H: -2%	I: 37%	J: -3%	K: i
13	CCOC(=O)[C@]1(C(NC(=O)OC)c2cccc(F)c2)CCCC1=O (some centres not stated)
  A: .	B: .	C: .	D: 2%[11.4 µM]	E: 0%[11.4 µM]	F: 6%[11.5 µM]	G: -1%[11.5 µM]	H: 1%[11.5 µM]	I: .	J: .	K: .
14	O=C(Nc1nc2ccccc2n1CCOc1ccc(Cl)cc1)c1ccco1
  A: .	B: .	C: .	D: 25µM*	E: ?	F: -7%	G: -2%	H: -6%	I: i	J: 2%	K: .
15	CC1CCN(c2nc3ccccc3nc2C(C#N)C(=O)OC2CCCCC2)CC1 (configuration not stated)
  A: ?	B: 1%	C: ?	D: -2%	E: -1%	F: 3%	G: -7%	H: -4%	I: -3%	J: 3%	K: i
16	CC(C(=O)NC1=NCCS1)N1C(=O)c2ccccc2C1=O (configuration not stated)
  A: i	B: 3%	C: i	D: -2%	E: -6%	F: 18%	G: 1%	H: 0%	I: 2%	J: 2%	K: i
17	CCCN(CCC)C(C(=O)Nc1cccc(OC)c1)c1ccccc1 (configuration not stated)
  A: i	B: -5%	C: ?	D: 25µM*	E: 7%	F: 4%	G: -1%	H: -1%	I: 1%	J: -1%	K: i
18	CCCCCCCCCCCCCCCC(=O)O[C@H](CC(=O)O)C[N+](C)(C)C
  A: ?	B: 21%	C: i	D: ?	E: ?	F: -16%&2%	G: -9%&2%	H: -9%&2%	I: ?	J: 0%&1%	K: i
19	CCN(CC)c1ccc2cc(C(=O)O)c(=O)oc2c1
  A: .	B: 11%	C: i	D: 8%	E: .	F: 28%	G: 1%	H: -1%	I: i	J: 2%	K: i

# Whole records, looked up by structure:
# Results for CCCN(CCC)C(C(=O)Nc1cccc(OC)c1)c1ccccc1 (configuration not stated) = Fluorescein fluor = i; USP2a inh = -5%; Texas Red fluor = ?; HEK293 cAMP ctrl = 25µM*; HADH2 inhib = 7%; ERK AVP inh = 4%; Caspase-1 inhib = -1%; Casp7 inh = -1%; Tau fil binding = 1%; FLuc inh = -1%; Rhodamine fluor = i
# Results for CCCC1C(c2ccccc2)C(C#N)(C#N)C2(C#N)CC1(N)NC2=O (configuration not stated) = Fluorescein fluor = i; USP2a inh = 2%; Texas Red fluor = i; HEK293 cAMP ctrl = ?; HADH2 inhib = 5%; ERK AVP inh = ?; Caspase-1 inhib = 0%; Casp7 inh = 3%; Tau fil binding = 2%; FLuc inh = -2%; Rhodamine fluor = i
